HepG2 tox: kills HepG2 cells in TGF-b inhibitor counter-screen; Potency, µM (highest dose often 46.1 µM), for inactives: at the top dose activity change, negative = cytotoxicity, usual class: cytotoxic; AID 588856; HepG2 CAGA-GFP viability, ATP luminescence, 18 h; 0.76% of 410,000 active; also: potency is read from the fitted curve at half-maximal effect; some results filed as inactive show a strong effect at the top dose
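HepG2 CAGA-GFP cells (1000/well, DMEM with 1% FBS) received compound, then TGF-beta at 500 pg/mL final, and were incubated 18 hours at 37 degrees C. Viability was read by CellTiter-Glo luminescence. Media-only wells were set as complete cell-killing and DMSO as no toxicity.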
A549 tox: counter-screen for Nrf2 inhibitors: cytotoxicity in A549 cells | A549 ARE-Fluc cells, CellTiter-Fluor viability, 18-24 h | Potency, µM (top dose mostly 46 µM), for inactives: at the top dose activity change, negative = cytotoxicity, actives largely listed as inhibitors | 0.16% of 390,000 active | AID 504648; also: potency is read from the fitted curve at half-maximal effect; % is scaled to controls: 0 for no effect and ±100 for the full control effect
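A549 ARE-Fluc cells in 5% FBS OPTI-MEM, 5000 cells/well, rested 2 h then exposed to compounds in concentration-response for 18-24 h at 37 °C. Viability by CellTiter-Fluor fluorescence (Ex 405/Em 525) after 30 min; luciferase luminescence (BugLite, 15 min, RT) read afterwards.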
MmCpn inh: blocks the Methanococcus maripaludis chaperonin Mm-Cpn | purified Mm-Cpn ATPase, ADP Transcreener TR-FRET | Potency, µM (highest dose often 76.9 µM), inactives show at the top dose activity, negative = inhibition, hits mostly inhibitors | 0.031% of 330,000 active; also: potency is read from the fitted curve at half-maximal effect; % is scaled to controls: 0 for no effect and ±100 for the full control effect; nearly all actives have a fitted effect of over 80% in size
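ATPase turnover read by TR-FRET ADP competition (Eu cryptate antibody/ADP-d2, 665/590 nm): 10uM ATP final, 25nM Mm-CPN final, 30 min 37degC after 10-min compound preincubation, pH 7.4 Tris/KCl/MgCl2/DTT buffer.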
Nrf2 inh: blocks Nrf2 signaling. A549 ARE-Fluc reporter, luciferase luminescence, 18-24 h. Potency, µM (titrated, usually from 46 µM), without a hit: at the top dose activity change, negative = inhibition, most hits filed as inhibitors. 2.1% of 360,000 active. AID 504444; also: potency is read from the fitted curve at half-maximal effect; % is scaled to controls: 0 for no effect and ±100 for the full control effect; nearly all actives have a fitted effect of over 60% in size
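Two sequential reads on A549 ARE_Fluc cells exposed to compound for 18-24 h: a CellTiter-Fluor fluorescence read for viability, then a luciferase luminescence read for Nrf2/ARE activity.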
Nrf2 activator: activates Nrf2 signaling | Potency, µM (titrated, usually from 46.1 µM), for the others: top-dose activation, most hits filed as activators | AREc32 ARE-luciferase reporter (MCF7-derived line), luminescence, 24 h | 0.31% of 410,000 active | AID 624171; also: potency is read from the fitted curve at half-maximal effect; % of control where 0% means no effect; nearly all actives have a fitted effect of over 65% in size
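Nrf2 activation is followed as ARE-luciferase induction in the AREc32 line after one day of compound treatment; luminescence is read with Steady-Glo.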
S2 tox: viability counter-screen for ATXN expression inhibitors; S2 cells (HEK-293 line with an ATXN2-luciferase reporter) viability, CellTiter-Fluor protease fluorescence, 24 h; Potency, µM (highest dose often 56.7 µM), most hits filed as cytotoxic; 0.49% of 400,000 active; also: potency is read from the fitted curve at half-maximal effect; nearly all actives have a fitted effect of over 40% in size
TGFb inhibitor: inhibitors of TGF-b signaling | HepG2 CAGA-GFP TGF-b/SMAD3 reporter, GFP fluorescence, 18 h; TGF-beta stimulated, 500 pg/mL final | Potency, µM (top dose mostly 46.1 µM), inactives show at the top dose activity, negative = inhibition, hits mostly inhibitors | 1.2% of 410,000 active | AID 588855; also: potency is read from the fitted curve at half-maximal effect; % is scaled to controls: 0 for no effect and ±100 for the full control effect; nearly all actives have a fitted effect of over 65% in size
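Cell-based qHTS in HEPG2 carrying a CAGA-GFP Smad reporter; compounds added before 500 pg/mL final TGF-beta, 18 h incubation at 37 degrees C, GFP fluorescence quantified per cell by imaging cytometry.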
Akt phos inh: blocks phosphorylation of Akt; Neuro2A IGF-stimulated pAkt S473 HTRF, 20 min; active compounds read low; activity change, % for hits at 50 µM; 0.32% of 360,000 active; in the data active = activity change below about -80%; inconclusive = mostly about -51% to -80%; also: % is scaled to controls: 0 for no effect and ±100 for the full control effect
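Single-point screen (50 µM final compound) in Neuro2A cells stimulated 20 min with 6 nM IGF at 37 deg C. After lysis, Ser473-phosphorylated Akt read by HTRF (ex 330 nm, em 615/665 nm) as the 665/615 ratio.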
CCT modulator: changes cytosolic chaperonin activity; purified chaperonin ATPase assay, HTRF ADP detection, 30 min; 0.3% of 360,000 active; activity change, % (no concentration beside the values), hits read low; AID 651819; in the data active = activity change below about -30%; also: % is scaled to controls: 0 for no effect and ±100 for the full control effect
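We incubate TRiC, 40 or 20 nM final, with library compounds at 76 uM and 10 uM ATP for 30 min at 37 °C. ADP formed is detected with Transcreener HTRF reagents after 30 min at room temperature.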
Active calls of the source: *; i = inactive; ? = inconclusive; . = not tested or not shown; [ ] = remark or other dose. Unless noted, calls follow the shape of the dose curve; as a rule, active = well fitted curve in the direction sought with a large enough effect; inconclusive = small, poorly fitted or top-dose-only effect, or another doubt; inactive = no such curve, though single readings can be large; an effect the other way counts as inactive or inconclusive.

no. | SMILES | HepG2 tox | A549 tox | MmCpn inh | Nrf2 inh | Nrf2 activator | S2 tox | TGFb inhibitor | Akt phos inh | CCT modulator
1 | CC(OC(=O)CSc1ccc([N+](=O)[O-])cc1)C(=O)NCc1ccccc1 (stereo not drawn) | -17% | -9% | -1% | -11% | 2.3% | i | -24% | i | -0.4
2 | CC(C)c1ccccc1OCC(=O)Nc1ccccc1C(=O)N1CCOCC1 | 9% | 1% | 0% | -5% | -0.3% | i | 13% | i | -0.7
3 | COC(=O)c1ccccc1C(=O)N1CCOCCN(C(=O)c2ccccc2C(=O)OC)CCOCC1 | -61% | 2% | -3% | -5% | -0.1% | i | -5% | i | -5.3
4 | CC(=O)Nc1ccc(NC(=O)/C(=C/c2ccco2)NC(=O)c2ccccc2)cc1 | -16% | 1% | -2% | -3% | -0.8% | i | -4% | i | -1.0
5 | Cc1ccc(NC(=O)c2ccc3ccccc3n2)nc1 | -21% | 0% | -1% | ? | 11% | i | -7% | i | 2.0
6 | O=C(CN(CC1CCCO1)C(=O)CNS(=O)(=O)c1ccc(F)cc1)NCc1ccccc1 (stereo not drawn) | 8% | 5% | 0% | 3% | -0.9% | i | -3% | i | -1.2
7 | COc1ccc([N+](=O)[O-])cc1NC(=O)CCCOc1ccccc1 | 0% | 2% | -2% | -15% | -0.1% | i | -6% | i | -0.2
8 | COc1ccc2cc(C(=O)Nc3ccccc3)sc(=O)c2c1OC | -14% | -7% | -1% | -9% | 0.4% | i | -14% | i | -0.6
9 | COC(=O)c1cccc(-n2sc3ccccc3c2=O)c1 | -34% | 2% | -2% | 13% | 23% | ? | ? | i | -0.7
10 | O=C1Cc2cc(S(=O)(=O)Nc3cccc([N+](=O)[O-])c3)cc3c2N1CCC3 | -17% | 3% | 0% | ? | 0.3% | i | -2% | i | -1.0
11 | O=C(NCC1CCCO1)c1csc2c1CCCC2 (stereo not drawn) | -28% | 2% | -9% | 1% | 0.0% | i | 1% | i | 1.5
12 | O=C(CCc1nc2ccccc2c(=O)[nH]1)N1CCN(C/C=C/c2ccccc2)CC1 | -39% | -2% | 0% | ? | -0.9% | i | 1% | i | -12
13 | Cc1cc(Br)c(NC(=O)COC(=O)CSc2nnc(-c3ccc(Cl)cc3)o2)c(Br)c1 | 5% | 2% | -16% | 5% | -0.6% | i | -4% | i | 0.0
14 | CNc1ccc(OC(F)F)cc1C(=O)c1ccccc1 | -21% | -9% | 1% | 20% | 0.4% | i | 28% | i | -3.9
15 | CC1C(=O)N(Cc2cn(Cc3ccco3)nn2)CCS(=O)(=O)N1Cc1ccc(-c2ccccc2)cc1 (stereo not drawn) | -27% | . | . | . | 5.8% | i | ? | i | -1.3
16 | O=C(COC(=O)c1ccccc1Cl)NCc1ccco1 | -1% | 2% | 0% | -5% | 6.6% | i | 3% | i | -3.2
17 | CCOc1cccc(OCCOc2ccccc2[N+](=O)[O-])c1 | -2% | 11% | 0% | . | 5.6% | i | 16% | i | -4.7
18 | Cn1c(Cc2ccccc2)nnc1SCc1ccc(C(=O)O)cc1 | 6% | -2% | 1% | 20% | 0.6% | i | -7% | i | 0.8
19 | O=C(c1cc(=O)[nH]c2ccccc12)N1CCN(S(=O)(=O)c2ccc3ccccc3c2)CC1 | 14% | -6% | 0% | 5% | 2.7% | i | -26% | i | -1.3
20 | CC(=O)Nc1ccc(NC(=O)[C@@H]2CCCC[C@@H]2C(=O)O)cc1 | 15% | 2% | -17% | 1% | 0.1% | i | 7% | i | 0.5
21 | Cc1ccc(NC(=O)c2cc(NC(=O)C3CC=CCC3C(=O)O)ccc2N2CCOCC2)cc1Cl (stereo not drawn) | -13% | -6% | -1% | -7% | -0.3% | i | -22% | i | 1.4
22 | Cc1ccc(S(=O)(=O)NCC(=O)N2CCN(S(=O)(=O)c3ccc(Cl)cc3)CC2)cc1C | -6% | -1% | 0% | 3% | 0.2% | i | -16% | i | -1.3
23 | COc1ccc(C(C#N)(CCC#N)CCC#N)cc1OC | -1% | -6% | 1% | . | -0.2% | i | 18% | i | 0.2
24 | COC(C[C@H]1O[C@H]1C(=O)COCc1ccccc1)OC | -7% | 4% | 1% | 2% | -0.2% | i | 1% | i | 1.3
25 | Cc1ccccc1OCCSc1nnc(-c2cccs2)o1 | -28% | 7% | . | 11% | 4.7% | i | -15% | . | .
26 | Cc1cc(C)cc(OCC(=O)NCC(c2ccc(Cl)cc2)N2CCCCC2)c1 (stereo not drawn) | -13% | -6% | . | -16% | 7.0% | ? | -15% | . | .
27 | CCc1ccc2oc(C(=O)Nc3ccccc3C(=O)OC)cc(=O)c2c1 | 4% | -5% | . | 13% | 0.3% | i | 6% | . | .
28 | CC(C)c1ccc(NC(=O)CSc2nc3ncccc3[nH]2)cc1 | -19% | -3% | 0% | -4% | 9.6% | i | 1% | i | -0.4
29 | COc1ccc(/C=C/C(=O)OCc2cc(=O)n3c(n2)sc2ccccc23)cc1 | 11% | 3% | 1% | 5% | 0.3% | i | 6% | i | -1.0
30 | Cc1cc(C)cc(N=c2c([N+](=O)[O-])nn(-c3ccc4c(c3)OCCO4)n2O)c1 | -5% | ? | 2% | ? | 0.7% | i | ? | i | -3.6

(listing goes on)
# | compound | HepG2 tox | A549 tox | MmCpn inh | Nrf2 inh | Nrf2 activator | S2 tox | TGFb inhibitor | Akt phos inh | CCT modulator
31 | Cc1ccc(OCC(=O)c2cc(C)n(C3CC3)c2C)c([N+](=O)[O-])n1 | 4% | -9% | 1% | ? | 4.6% | ? | 10% | i | 0.6
32 | COc1ccc(CC(=O)c2ccc(OC)c(OC)c2)cc1 | -4% | 0% | 5% | 8% | 2.4% | i | 6% | i | 1.3
33 | COc1ccc(C)cc1NC(=O)CSc1nc(SC)ns1 | 3% | 5% | 1% | ? | 8.5% | i | 22% | i | -2.1
34 | COc1cccc(NC(=O)Cn2c(=O)n(-c3ccccc3)c(=O)c3c2c2cc(OC)ccc2n3C)c1 | -13% | 0% | . | -8% | 4.5% | ? | -9% | . | .
35 | CCOc1ccccc1NC(=O)c1ccccc1NC(=O)c1ccco1 | -3% | 2% | -1% | -12% | -0.3% | i | -18% | i | -11
36 | COc1cccc(-n2ccnc2SCC(=O)Nc2ccc(Cl)c(Cl)c2)c1 | 1% | 5% | . | . | -0.2% | . | -21% | . | .
37 | Cc1[nH]c(=O)[nH]c(=O)c1S(=O)(=O)Nc1cccc(C(F)(F)F)c1 | -2% | -2% | 2% | 6% | -1.1% | i | -2% | i | -2.2
38 | Cc1cc(OCC(=O)NCCN2CCOCC2)cc(C)c1Cl | -27% | 22% | 0% | 8% | 6.2% | i | 5% | i | -0.5
39 | COCc1cc(=O)[nH]c(SCC(=O)Nc2ccccc2)n1 | -13% | -3% | 0% | -3% | -0.2% | i | -8% | i | -1.8
40 | N/C(=N\OC(=O)CC1CCCCC1)c1cccc([N+](=O)[O-])c1 | -17% | 8% | -3% | 1% | 4.1% | i | -1% | i | -1.2
41 | O=C(c1ccco1)N1CCCN(Cc2nc(Cc3ccccc3)no2)CC1 | 10% | -1% | -2% | 20% | -0.3% | i | 8% | i | -0.1
42 | COc1ccc(S(=O)(=O)N2CCN(C(=O)CSC(=S)N3CCCC3)CC2)cc1 | 16µM* | 0% | 0% | -2% | -0.1% | i | ? | i | 0.0
43 | CCCC(c1nnnn1Cc1ccco1)N1CCN(c2cc(Cl)ccc2C)CC1 (stereo not drawn) | -1% | -7% | -1% | ? | -0.2% | i | -13% | i | -0.7
44 | CN(C)C(=O)c1nc2ccc(Cl)cn2c1CNCc1cccc(OC(F)(F)F)c1 | -15% | 1% | 1% | 2% | 0.3% | ? | -10% | i | -8.2
45 | NC(=O)c1cccc(-c2cnc(N)c(C(=O)c3cccnc3)n2)c1 | -28% | ? | . | ? | -2.0% | ? | 10µM* | i | -0.3

Reprinted at random: three compounds from above
# | compound | HepG2 tox | A549 tox | MmCpn inh | Nrf2 inh | Nrf2 activator | S2 tox | TGFb inhibitor | Akt phos inh | CCT modulator
40 | N/C(=N\OC(=O)CC1CCCCC1)c1cccc([N+](=O)[O-])c1 | -17% | 8% | -3% | 1% | 4.1% | i | -1% | i | -1.2
14 | CNc1ccc(OC(F)F)cc1C(=O)c1ccccc1 | -21% | -9% | 1% | 20% | 0.4% | i | 28% | i | -3.9
26 | Cc1cc(C)cc(OCC(=O)NCC(c2ccc(Cl)cc2)N2CCCCC2)c1 (stereo not drawn) | -13% | -6% | . | -16% | 7.0% | ? | -15% | . | .

(cont.)
# | compound | HepG2 tox | A549 tox | MmCpn inh | Nrf2 inh | Nrf2 activator | S2 tox | TGFb inhibitor | Akt phos inh | CCT modulator
46 | Cc1ccc(CCNc2nc3ccccc3c3nc(-c4cccnc4)nn23)cc1 | -8% | 6% | . | 2% | 0.5% | i | 1% | . | .
47 | CN1N=C(C(=O)N2CCCC(N3CCN(c4ccc(F)cc4)CC3)C2)CCC1=O (stereo not drawn) | -7% | 6% | 1% | 10% | 2.3% | i | 1% | i | -2.9
48 | CCCc1cc(=O)[nH]c(SCC(=O)N2CCCCCC2)n1 | -2% | 0% | 1% | 8% | -1.1% | i | 7% | i | -0.9
49 | O=C(CN1C(=O)c2ccccc2C1=O)Nc1ccccc1C(F)(F)F | -1% | 1% | -14% | -3% | -0.7% | ? | -4% | i | -0.5
50 | CCOc1ccc(CCNC(=O)c2ccc(NC3=NC4CS(=O)(=O)CC4S3)cc2)cc1 (stereo not drawn) | -12% | -1% | -5% | 0% | 0.4% | i | -20% | i | -4.5
51 | CCC1CCc2c(sc(NC(=O)C3CC=CCC3C(=O)O)c2C#N)C1 (stereo not drawn) | -20% | 5% | 0% | -12% | 0.5%[9.22 µM] | i | -27% | i | -1.8
52 | COc1cc(OC)c(CN2CCCCCCC2)cc1Br | -1% | -6%[1.84 µM] | 0% | 4% | 0.0% | i | -23% | i | -1.9

Bioassay records as filed in PubChem BioAssay.
